# IkB sig inh: IkB Signaling; ABC-DLBCL IkBa-CBG/CBR dual luciferase ratio, 4 h; response scale: scaled: untreated 0%, proteasome inhibitor 100%; Potency, µM (series often up to 57.1 µM), for inactives: at the highest dose IkBa stabilization activation; 110,000 compounds, 0.04% hits; AID 445, 2006; active = well fitted curve in the direction sought with a large enough effect in the signal ratio, not every such curve was filed as active; inconclusive = small, poorly fitted or top-dose-only effect, or a change in a side signal; the % refers to the signal ratio;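 note: the direction sought is a rising ratio; 0% = basal untreated cells and 100% = reference inhibitor full response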
#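 Luminescence ratio of IκBα-fused green versus native red beetle luciferase in OCI-Ly3 cells, 4 h post-doxycycline with compound; red signal alone, scaled from basal (0%) to zero light (-100%), flagged nonspecific or cytotoxic effects.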
# Imprint erasure: qHTS Assay for Compounds that Induce Erasure of Genomic Imprints. mouse ES Peg3-LacZ reporter, beta-gal luminescence, 40 h. Potency, µM (titrated, usually from 60.7 µM), without a hit: at the top dose activity change, positive = activation, most hits filed as activators. 110,000 compounds, 0.02% hits;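 note: 0% = negative control wells on the plate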
#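 Gelatin-coated wells received 300 freshly trypsinized female ES cells with a Peg3LacZ-Neo reporter on the maternal allele, then incubated 40 hours at 37C. BetaGlo was added for 5 minutes at room temperature before a single luminescence read.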
# p53ts 39C tox: qHTS Screen for Compounds that Selectively Target Cancer Cells with p53 Mutations: Cytotoxicity of p53ts Cells at the Nonpermissive Temperature. H1299-p53A138V viability at 39C, ATP luminescence, 24 h. Potency, µM (titrated, usually from 46.1 µM), inactives show at the highest dose activity change, negative = cell killing, most hits filed as cytotoxic. 130,000 compounds, 1.5% hits. AID 902, 2007; note: nearly all actives have a fitted effect of over 55% in size
# p53ts 32C tox: qHTS Screen for Compounds that Selectively Target Cancer Cells with p53 Mutations: Cytotoxicity of p53ts Cells at the Permissive Temperature; 130,000 compounds, 0.93% hits; H1299-p53A138V at 32C, ATP luminescence viability, 24 h; Potency, µM (top dose mostly 46.1 µM), for inactives: at the top dose activity change, negative = cytotoxicity, actives largely listed as cytotoxic;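 note: 0% = DMSO and -100% = full killing by reference compound; nearly all actives have a fitted effect of over 55% in size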
#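 Cells: H1299 p53ts (A138V), 600/well, pre-incubated 16–30 h at 37C. Cpd up to 46 uM, 24 h, 32C. Readout: ATPlite luminescence, 20 min RT. Normalization: DMSO vs tamoxifen 100 uM. AC50 by Hill equation.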
# * marks the source's active call; other numbers are inactive results; ? = inconclusive; . = not tested or not shown; & = joins results of further samples; [ ] = remark or other dose. Unless noted, calls come from the whole dose curve; as a rule, active = well fitted curve in the direction sought with a large enough effect; inconclusive = small, poorly fitted or top-dose-only effect, or another doubt; inactive = no such curve, though single readings can be large; an effect the other way counts as inactive or inconclusive. Unless noted, % is set by controls: 0 for no effect and ±100 for the full control effect; potency is the fitted concentration of half-maximal effect.
# Values in the order – IkB sig inh, Imprint erasure, p53ts 39C tox, p53ts 32C tox
CCOC(=O)c1cnc(-n2nc(C)cc2C)nc1NCc1ccc2c(c1)OCO2
  -1.8%, 10%, 20%, 10%
Cc1ccc(NC(=O)CC2Oc3ccccc3NC2=O)cc1C (configuration not stated)
  3.1%, 26%[10.9 µM], 6%, 0%
Cc1ccc(NC(=O)Cn2c(=O)n(Cc3nc(-c4ccccc4)no3)c(=O)c3cc4c(cc32)OCO4)c(C)c1
  0.8%, 13%[10.9 µM], -2%, 9%
COc1ccc(CNC(=O)c2noc3c2CCCCC3)cc1
  -0.6%, -1%, -11%, 9%
COc1ccc(/C(O)=C2/C(=O)C(=O)N(CCN(C)C)C2c2ccc(OC)c(OC)c2)c(C)c1 (configuration not stated)
  -0.4%, 3%, -5%, 13%
CCn1c(=O)n(CC(=O)N2CCN(c3ccccc3F)CC2)c(=O)c2ccccc21
  1.4%, -9%, 17%, 3%
CCc1ccc(NC(=O)CN(c2ccc(Cl)cc2)S(=O)(=O)c2ccsc2C(=O)OC)cc1
  ?, -18%[10.9 µM], -34%, 7%
CCCCCCCCN1C(=O)C(O)=C(C(C)=O)C1c1ccccn1 (configuration not stated)
  ., ., -11%, -8%
COc1ccc(-n2c(=O)c(C)nc3cnc(N4CCOCC4)nc32)cc1
  0.4%[11.4 µM], ?, -14%, 6%
COc1cc(OC)c(NC(=O)CCc2nc(-c3cccs3)no2)cc1Cl
  ?, -24%, -23%, 9%

# Limited to IkB sig inh, Imprint erasure and p53ts 39C tox (four entries from above):
SMILES,IkB sig inh,Imprint erasure,p53ts 39C tox
Cc1ccc(NC(=O)Cn2c(=O)n(Cc3nc(-c4ccccc4)no3)c(=O)c3cc4c(cc32)OCO4)c(C)c1,0.8%,13%[10.9 µM],-2%
COc1ccc(CNC(=O)c2noc3c2CCCCC3)cc1,-0.6%,-1%,-11%
COc1ccc(/C(O)=C2/C(=O)C(=O)N(CCN(C)C)C2c2ccc(OC)c(OC)c2)c(C)c1 (configuration not stated),-0.4%,3%,-5%
CCn1c(=O)n(CC(=O)N2CCN(c3ccccc3F)CC2)c(=O)c2ccccc21,1.4%,-9%,17%

# The list continues.
# Values in the order – IkB sig inh, Imprint erasure, p53ts 39C tox, p53ts 32C tox
O=C(O)CCc1ccc(-c2cccs2)n1NC(=O)c1ccccc1Br
  9.1%, -12%, -2%, 4%
CCCCCCCCCCCCCCCCOP(=O)([O-])OCC[N+](C)(C)C
  ., -5%, 0%, -6%
N[C@@H](C(=O)O)c1ccc(C(=O)O)c(C(=O)O)c1
  0.5%&0.2%&0.3%, -5%&-1%&-7%, 2%&-3%&1%, 0%&0%&-9%
CCN1CCN(S(=O)(=O)c2cc(OC)ccc2OC)CC1
  -0.6%, -14%, 0%, -9%
COc1cccc(OCCOCCN(C)CCO)c1
  ., ., 0%, -17%
COc1cc(NC(=O)Cn2cc(C(=O)c3ccc(F)cc3)c(=O)c3ccc(C)nc32)cc(OC)c1
  -1.2%, 11%[10.9 µM], -28%, -3%
Cc1nnc(N2CCC(C(=O)NCc3cccc(Cl)c3)CC2)c2nn(-c3ccccc3)c(C)c12
  ?, -12%[10.9 µM], ?, -17%
CCN=C(Nc1cccc(F)c1)SC1CC(=O)N(c2ccc(OC)cc2)C1=O (configuration not stated)
  2.0%, -9%, -16%, -16%
Cc1cnc2c(c1SCC(=O)Nc1ccc(F)cc1F)c(=O)n(C)c(=O)n2C
  ?, -6%[10.9 µM], ?, 0%
CCOC(=O)c1cc(-c2ccc(C)cc2)n(CC(=O)Nc2ccccc2F)c1C
  -2.5%, 13%[10.9 µM], ?, -6%
NCC1OC(n2cnc3c(=O)[nH]c(N)nc32)C(O)C1O (configuration not stated)
  ., 15%, 2%, 0%
CC(=O)Nc1ccc(S(=O)(=O)NCC2CCC(C(=O)N3CCN(c4ccccn4)CC3)CC2)cc1 (configuration not stated)
  1.0%, -14%, -8%, 2%
CCCCN(C)CCNC(=O)c1nn(-c2ccc(OC)cc2)c(=O)c2c1c1ccccc1n2C
  -1.5%, -5%[10.9 µM], -22%, 1%
Cc1cc(C)n(C(C)CC(=O)NCc2ccc(N(C)C)cc2)n1 (configuration not stated)
  -3.0%, 4%[10.9 µM], -10%, 2%
CCCCNC(=O)CSc1nc2ccccc2c(=O)n1C1CCCC1
  0.0%, -13%, 9%, 16%
CN(C)c1ccc(-c2nnc(-c3ccc(S(=O)(=O)C(F)F)cc3)o2)cc1
  0.5%, -4%, -18%, 3%
O=C(OCC(=O)N1CCOCC1)c1ccccc1SCC(=O)N1CCCC1
  1.0%, -14%, 5%, 0%
CC(=O)c1c(N2CCCCC2)nc(=O)n(-c2ccccc2)c1C
  0.5%, -5%, 22%, 12%
Cc1ccc(C(C)C)c(OCc2ccc(C(=O)N/N=C/c3ccc(O)cc3O)cc2)c1
  ., ., ?, ?
CCOCCCNC(=O)c1ccccc1SCC
  0.4%, -6%, 4%, 1%
O=C(Cn1cnc2ccccc2c1=O)N1CCN(c2ccccc2)CC1
  ., ., 1%, -8%
Cc1ccc(Sc2c(C(=O)NCc3ccccc3C)[nH]c3ccccc23)cc1
  ?, -8%[10.9 µM], -7%, -2%
COc1ccc2c(c1)-c1nc(NC(=O)c3ccco3)sc1CC2
  ?, -8%, -21%, -4%
CCOc1ccccc1OCC(=O)Nc1nnc(COC)s1
  -0.5%, -1%, -1%, -2%
Cc1cc(=O)n2nc(N3CCC(C(=O)NCc4cccnc4)CC3)sc2n1
  -1.4%, -6%, -3%, 10%
COc1ccc(NC(=O)CSc2nc3ccccc3[nH]2)cc1
  ?, -1%[10.9 µM], -26%, -6%
CCc1ccc(C2C(C(=O)Nc3ccccc3C)=C(C)Nc3nc(SCc4cccc(OC)c4)nn32)cc1 (configuration not stated)
  1.2%, -9%[10.9 µM], 31%[activator], -1%
CCOC(=O)CCCCC(=O)c1[nH]c(=O)[nH]c1CSc1nc(-c2ccccc2)c(C#N)c(=O)[nH]1
  -0.5%, 3%, 13%, 4%
COc1ccc(NC(=O)C2CCC(C)(C(=O)O)C2(C)C)cc1 (configuration not stated)
  -1.8%, -3%, -5%, -4%
COc1ccc(-c2nnc(SCC(=O)OC3CCCCC3)o2)cc1OC
  ?, -56%[inhibitor], -3%, 0%
C1N2CN3CN1CN(C2)C3
  ., -5%, 3%, 14%
CCOc1ccc(C(=O)NCc2ccc3c(c2)CCN3C(=O)c2ccccc2)cc1
  -1.3%, -11%[10.9 µM], 33%[activator], 13%
COC(=O)C(c1ccccc1Cl)N1CCc2sccc2C1 (configuration not stated)
  ., -13%&4%, 3%, 8%
O=C(Cn1nnc(-c2ccccc2)n1)NCc1ccc2c(c1)OCO2
  0.5%, -7%, 1%, -5%
COC(=O)C1=C(C)NC(=O)C1(Nc1nccs1)C(F)(F)F (configuration not stated)
  -1.2%, -11%, 4%, 2%
CCN(C(=O)Cn1c(C(=O)OC)cc2oc3ccccc3c21)c1cccc(C)c1
  ?, -18%[10.9 µM], -1%, 26%
Cc1ccccc1-n1c(C)nnc1SCC(=O)NCC1CCCO1 (configuration not stated)
  1.0%, -5%, 10%, 3%
Cc1nn2c(N3CCCC3)cc(C(C)C)nc2c1-c1ccccc1
  -2.8%, -9%, 23%, 18%
CCOc1cccc(NC(=O)CC#N)c1
  0.4%, -8%, 11%, 3%
CCOC(=O)N1CCC(N2Cc3cccc(C(=O)NCc4ccc(C)cc4)c3C2=O)CC1
  -0.7%, -6%, 0%, -2%
Clc1ccc(Cc2nnc(-c3ccccc3Br)o2)cc1
  3.5%, 1%, -18%, -1%
N#Cc1ccc(Sc2nc3ccccc3[nH]2)cc1C#N
  4.0%, -10%, 8%, 8%
CC(C)c1cnc2c(c1SCC(=O)O)c(=O)n(C)c(=O)n2C
  -1.4%, 7%[10.9 µM], -2%, 5%
O=P(O)(O)c1ccccc1OCCCCCOc1ccccc1P(=O)(O)O
  -1.4%, -4%, -8%, -7%
CCOC(=O)C1C(C#N)=C(N)OC(C)=C1c1ccncc1 (configuration not stated)
  1.6%, 2%, 12%, 9%
COc1ccc(Cn2c(C(=O)O)c(CNCCc3ccccc3Cl)c3ccc(C)cc32)cc1
  ?, -7%[10.9 µM], -22%, -7%
CCC(=O)N1CCc2cc(Br)cc(S(=O)(=O)CCC(=O)Nc3cccc(C)c3C)c21
  -3.6%, 2%[10.9 µM], 22%, 1%
COc1cc(C2CC(=O)NC3=C2C(=O)CC(C)(C)C3)ccc1O (configuration not stated)
  -1.0%, -1%, 15%, -13%
COc1ccc2[nH]c3c(c2c1)CCN(C(=O)c1cccc(Cl)c1)C3c1ccc(F)cc1 (configuration not stated)
  ?, -7%[10.9 µM], -7%, ?
COc1cc(CN(C(=O)COc2ccccc2Cl)c2ccccn2)cc(OC)c1OC
  1.2%, ?, 40%[activator], -9%

# Going on with the list:
# Values in the order – IkB sig inh, Imprint erasure, p53ts 39C tox, p53ts 32C tox
Brc1ccc(C2=Nn3c(nnc3-c3cccnc3)SC2)s1
  -0.7%, -9%, 18%, -5%
COc1ccc(S(=O)(=O)c2cn(C)c3ccc(C)cc3c2=O)cc1
  2.1%, -12%[10.9 µM], -12%, -2%
CCc1cccc(C)c1NC(=O)CN1C(=O)c2cccc3cccc1c23
  0.7%, -18%[10.9 µM], 18%, 2%
CCOC(=O)N1CCC(NC(=O)CN2C(=O)CCSc3ccccc32)CC1
  -0.3%, -9%, 2%, 1%
CC1(C)CNC(=O)C=C(c2ccccc2)C1
  4.3%, 1%, -2%, 1%
CC(=O)Nc1ccc(S(=O)(=O)N2CCN(CC(=O)NC3CCCC3)CC2)cc1
  -0.8%, -8%, -4%, 8%
Cc1cc(C)c2cc(CN(CC3CCCO3)C(=O)NC3CCCCC3)c(=O)[nH]c2c1 (configuration not stated)
  ?, -5%, 5%, -6%
CS(=O)(=O)Nc1ccc2c(c1)nc1n2CCOC1
  -1.7%, 8%, 12%, 1%
O=C(COc1ccc(Br)cc1)N1CCCCCC1
  0.3%, -17%, -2%, 1%
O=C(Nc1ccc(Cl)cc1)Nc1ccc(N2CCOCC2)cc1
  -1.2%, -17%, 10%, 1%
COc1cccc(C2NC(=O)c3n[nH]c(-c4cccs4)c32)c1 (configuration not stated)
  -2.2%, -5%[10.9 µM], 3%, 7%
O=C(c1cc2c(s1)-c1ccccc1OC2)N1CCN(c2ccc(F)cc2)CC1
  ?, -9%[10.9 µM], -14%, 2%
O=C(CCCn1c(=O)c2sccc2n(Cc2ccc(F)cc2)c1=O)NCc1ccco1
  2.8%, -21%, -10%, -1%
O=C(O)c1ccc(Nc2nc(-c3ccccc3)c3cc(Br)ccc3n2)cc1
  ?, -14%[10.9 µM], -20%, 7%
Cc1ccc(NC(=O)C2CCCN(S(=O)(=O)c3c(C)n[nH]c3C)C2)cc1C (configuration not stated)
  0.1%, 2%[10.9 µM], 4%, 1%
COCCCn1c(=N)c(C(=O)NCC2CCCO2)cc2c(=O)n3cccc(C)c3nc21 (configuration not stated)
  -1.8%, -4%, 6%, 1%
CCOc1ccc(Cc2nccc3cc(OCC)c(OCC)cc23)cc1OCC
  1.9%[25.6 µM], -14%, 4%, 17%

# Record cards, as listed above. Screens in order: IkB sig inh | Imprint erasure | p53ts 39C tox | p53ts 32C tox
# O=C(O)c1ccc(Nc2nc(-c3ccccc3)c3cc(Br)ccc3n2)cc1 reads ? | -14%[10.9 µM] | -20% | 7%
# COc1cccc(C2NC(=O)c3n[nH]c(-c4cccs4)c32)c1 (configuration not stated) reads -2.2% | -5%[10.9 µM] | 3% | 7%
# O=C(c1cc2c(s1)-c1ccccc1OC2)N1CCN(c2ccc(F)cc2)CC1 reads ? | -9%[10.9 µM] | -14% | 2%
# Cc1ccc(NC(=O)C2CCCN(S(=O)(=O)c3c(C)n[nH]c3C)C2)cc1C (configuration not stated) reads 0.1% | 2%[10.9 µM] | 4% | 1%
# O=C(CCCn1c(=O)c2sccc2n(Cc2ccc(F)cc2)c1=O)NCc1ccco1 reads 2.8% | -21% | -10% | -1%

# Bioassay records from PubChem BioAssay.
